Screening data from PubChem.
GRIN3A LBD mod: NR3A (human) ligand-binding domain modulation; AID 1259313; Tm shift relative to glycine control, % at 25 µM; NR3A LBD differential scanning fluorimetry, Tm shift; 0% = protein alone, 100% = glycine-bound protein; 2.5% of 340,000 active;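 active means melting temperature shift of at least 10% of the positive control shift, at one fixed dose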
SENP8 block: SENP8 (human) protease inhibition. Q96LD8. recombinant SENP8, Nedd8 substrate fluorescence. inhibition, % at 20 µM. 0.64% of 360,000 active; in the data active means inhibition mostly above about 40%, no sharp cut-off; inactive means mostly below about 27%
Target sequence (Q96LD8 whole entry, looked up): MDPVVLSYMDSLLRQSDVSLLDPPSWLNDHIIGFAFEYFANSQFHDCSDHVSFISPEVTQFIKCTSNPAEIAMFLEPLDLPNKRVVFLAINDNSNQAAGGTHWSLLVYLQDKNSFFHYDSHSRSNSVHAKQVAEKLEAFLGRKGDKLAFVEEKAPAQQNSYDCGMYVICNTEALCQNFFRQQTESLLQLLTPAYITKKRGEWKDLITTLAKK
SENP6 inh: blocks the human protease SENP6 | Q9GZR1 | Recombinant SENP6 catalytic domain, aminoluciferin luminescence | inhibition, % at 10 µM | 1.8% of 330,000 active | AID 2599;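 active means inhibition above about 50% at the single tested dose, limit read from the data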;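 further: plate controls were DMSO wells with enzyme for no effect and DMSO wells lacking enzyme for full effect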
HKDC1 inh: HKDC1 (human) hexokinase inhibition. Q2TB90. inhibition, % at 20 µM. 0.16% of 340,000 active. recombinant HKDC1, G6PDH/diaphorase resazurin coupled fluorescence;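 active means inhibition above about 35% when tested at 20 µM, limit read from the data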;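 further: plate controls were DMSO wells with enzyme for no effect and DMSO wells lacking enzyme for full effect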
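Assay system: in-house recombinant HK5 (HKDC1) enzyme. Input: HKDC1 at 5 µg/mL. Medium: Tris pH 8.0 buffer with MgCl2, Tween-20, BSA, BME. Dosing: single 20 µM dose. Schedule: 90 min reaction incubation at room temperature, dark. Signal: resazurin-to-resorufin fluorescence via G6PDH and diaphorase coupling, 525/613 nm. Controls: DMSO-enzyme wells negative, buffer-substituted wells positive.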
SENP7 inh: blocks the human protease SENP7. Q9BQF6. recombinant SENP7, Z-RLRGG-aminoluciferin luminescence, 40 min. inhibition, % at 5 µM. 1.5% of 330,000 active. AID 434973;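 active means inhibition above about 50% at the single test dose, limit read from the data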;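 further: plate controls were DMSO with enzyme for no effect and no enzyme buffer wells for full effect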
ATG4B inhibitor: blocks human ATG4B protease cleavage of LC3 substrate; Q9Y4P1; 0.51% of 340,000 active; ATG4B cleavage of LC3-PLA2, NBD-HPC fluorescence, 1 h; inhibition, % at 8.33 µM; AID 504462; in the data active means inhibition above about 40%
Target sequence (Q9Y4P1 whole entry, looked up): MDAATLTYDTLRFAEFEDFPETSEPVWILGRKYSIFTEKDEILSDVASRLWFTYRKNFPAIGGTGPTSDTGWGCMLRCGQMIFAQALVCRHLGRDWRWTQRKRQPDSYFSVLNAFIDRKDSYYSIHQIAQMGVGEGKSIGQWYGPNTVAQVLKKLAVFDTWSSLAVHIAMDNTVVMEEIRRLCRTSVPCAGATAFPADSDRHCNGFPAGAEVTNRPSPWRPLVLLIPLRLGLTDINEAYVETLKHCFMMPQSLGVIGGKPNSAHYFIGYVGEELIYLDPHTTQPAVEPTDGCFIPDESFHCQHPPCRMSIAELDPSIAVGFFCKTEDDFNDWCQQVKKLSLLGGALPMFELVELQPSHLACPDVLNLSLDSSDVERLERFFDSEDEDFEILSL
PfGluPho inh: PfG6PD (Plasmodium falciparum) enzyme inhibition. PfGluPho enzyme, NADPH resazurin-diaphorase fluorescence. inhibition, % at 20 µM. 0.78% of 350,000 active. AID 504690;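 active means inhibition reaching at least a set limit at 20 µM in the primary screen, cut at about 59% in these data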;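 further: 0% = DMSO wells with substrate and 100% = DMSO wells lacking glucose-6-phosphate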
MPTP block: blocks calcium-induced mitochondrial swelling | 1.4% of 360,000 active | inhibition, % at 10 µM | isolated mouse mitochondria, Ca2+ swelling absorbance, 30 min | AID 602449;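 active means inhibition of 50% or more, scaled per plate between neutral and stimulator controls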;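 further: 0% = DMSO wells given calcium and 100% = 1 mM EGTA wells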
Starred values were filed as active, the others as inactive; i = inactive; . = not tested or not shown. Random draw from the library. Share with any hit: about 6.9%.

SMILES | GRIN3A LBD mod | SENP8 block | SENP6 inh | HKDC1 inh | SENP7 inh | ATG4B inhibitor | PfGluPho inh | MPTP block
COc1ccc(Cc2nnc(SCC(=O)Nc3c(C)cccc3C)[nH]c2=O)cc1 | 0 | 4 | -14 | -4 | 5 | 2 | -31 | 0.0
O=C1CCN(Cc2cccnc2)CCN1[C@H](CO)c1ccccc1 | 0 | 14 | -14 | -7 | -10 | -8 | -7 | -0.4
COc1ccc(OCC(=O)Nc2ccc(Cl)cc2)cc1 | 5 | -5 | 8 | -5 | 2 | -8 | 1 | -0.8
COC(=O)CCc1nc2ccccc2[nH]c1=O | 0 | -139 | -10 | -14 | 4 | -7 | -2 | 1.1
O=C(NCC(c1cccs1)N1CCOCC1)c1cc([N+](=O)[O-])cc([N+](=O)[O-])c1 (stereo not drawn) | 7 | 27 | -3 | 9 | -4 | -8 | -6 | -0.7
CCOC(=O)c1sc(NC(=O)CCCn2nc([N+](=O)[O-])cc2C)c(C(=O)OCC)c1C | 0 | 12 | 2 | -1 | 0 | 11 | 2 | 3.5
O=C(c1ccccc1)c1ccc(O)cc1O | 0 | 20 | 4 | 1 | 8 | -23 | -8 | 8.3
CCOc1cccc(OCCOc2ccccc2[N+](=O)[O-])c1 | -9 | 26 | -12 | -2 | 2 | 10 | 26 | -3.5
CCc1nn(C(CC)C(=O)NCCCN2CC(C)CC(C)C2)c(=O)c2cc3oc(C)cc3n12 (stereo not drawn) | 0 | -1 | 8 | 2 | -4 | 1 | -1 | -0.4
O=C(c1ccccc1S(=O)(=O)NCc1ccccc1)N1CCCCC1 | 1 | 6 | 4 | 2 | 4 | -1 | -11 | -3.7
COCc1cc(C)nc(N2CCCCC2)c1C#N | 2 | i | -3 | 4 | 0 | -14 | -4 | 1.3
CN1C(C(=O)NCCc2cccs2)CC2Cn3c(nc4cc(Cl)c(Cl)cc43)C21 (stereo not drawn) | -5 | 8 | -11 | -3 | 5 | -8 | 10 | 0.1
Cc1cc2ncn(CS(C)(=O)=O)c2cc1C | 0 | 8 | -22 | 1 | 0 | -4 | 7 | -1.2
COCCn1nnnc1C(c1ccc2ncccc2c1)N1CCN(c2ccccc2F)CC1 (stereo not drawn) | -18 | 13 | 9 | -9 | 4 | 9 | -18 | -0.2
O=C(NNS(=O)(=O)c1ccc(F)cc1)c1ccc(O)cc1 | 0 | 21 | -11 | 3 | 8 | -11 | -6 | 1.9
C[C@@H](CSc1ccc(Br)cc1)CN1CC[C@H](NC(=O)OCc2ccccc2)CCC1=O | 2 | 3 | -7 | 2 | 1 | -13 | 25 | 0.3
C[C@@H]1CCC[C@@]2(O[C@@H](CCO)C[C@@H](O)[C@@H]2O)O1 | 1 | 0 | -10 | -4 | -3 | 7 | -11 | 0.0
CC(C)C[C@H]1CNC(=S)N1CC1CCCN1C[C@H](Cc1ccc(O)cc1)N1C[C@H](Cc2ccccc2)N(CC2CCCCCC2)C1=S (stereo partly drawn) | 1 | 2 | . | 5 | . | . | 3 | 0.8
O=C(Cn1cccc1C(=O)c1ccccc1)NCc1cccc(Cl)c1 | -3 | 6 | 0 | -6 | 5 | -6 | 9 | 1.4
O=[N+]([O-])c1cccc(/C=C/c2nc(C=Nc3ccccc3)c(O)o2)c1 | 11* | 4 | -2 | -10 | -7 | 4 | 6 | 3.4
O=C(O)COn1c(-c2ccc(Cl)cc2)nc2ccc(Cl)cc21 | 1 | -7 | 0 | -4 | -8 | 4 | 60* | 0.0
CCN1C(=O)/C(=C2/C(=O)N3c4c(cc(OC(C)=O)cc42)C(C)=CC3(C)C)SC1=S | -7 | 1 | 7 | -7 | -4 | -3 | -1 | 24
CCOc1ccc(CO/N=C/c2c(C)[nH]c(=O)[nH]c2=O)cc1 | 0 | 7 | 4 | 15 | 1 | -8 | -8 | -0.3
COCCNCCCCSc1ccc(Cl)cc1 | -3 | 23 | 11 | -7 | 2 | 0 | 1 | -0.9
COc1ccc(C(=O)N(CC2CCCO2)C(C(=O)NC2CCCC2)c2ccc(C)cc2)cc1OC (stereo not drawn) | 1 | 0 | -6 | -6 | -8 | -4 | -8 | 0.8
CC1CCN(CC(=O)Nc2ccc(S(=O)(=O)N3CCCCC3)cc2)CC1 | 1 | 2 | 13 | -1 | -10 | -5 | -12 | 0.9
COc1ccc(C2NC(c3ccc(OC)cc3)C(c3ccccc3)C(=O)C2c2ccccc2)cc1 (stereo not drawn) | -1 | -2 | 11 | -9 | 9 | -9 | 17 | 12
Cc1nnc(NCc2cccc(Cl)c2)c2ccccc12 | -2 | 5 | -19 | 10 | -5 | 7 | 24 | -0.1
N/C(=N\OC(=O)c1ccc(Cl)cc1Cl)c1ccccn1 | 1 | 15 | 99* | -14 | 99* | -7 | 2 | 0.9
COc1cccc(NC(=O)Cn2cc(C(=O)C3CC3)c3ccccc32)c1 | -3 | 4 | -9 | -1 | 1 | -10 | 11 | -0.1
CCn1c(SCC(=O)N(C)C)nc2cc(S(=O)(=O)N3CCOCC3)ccc21 | -2 | 27 | -5 | -3 | 0 | 1 | -2 | -0.5
COCCCn1c(=S)[nH]c2ccc(N3CCOCC3)cc2c1=O | 0 | -264 | 6 | 7 | -5 | -7 | 11 | 5.8
O=C(/C=C/c1ccc(Cl)cc1)Nc1nccs1 | -1 | -5 | . | -9 | . | -2 | 6 | 0.9
Cn1nc(C(=O)N2CCN(c3ccc(Cl)cc3)CC2)c2c1-c1ccccc1S(=O)(=O)C2 | 0 | 10 | -20 | 0 | 22 | 3 | -4 | -1.3
Cc1cc(=O)oc2cc(OCC(O)CN3CCN(c4ccc(F)cc4)CC3)ccc12 (stereo not drawn) | 2 | -53 | -18 | -9 | 5 | 0 | 13 | 1.6
O=C(CCc1ccc(O)c(O)c1)NNC(=S)Nc1ccc(Br)cc1Cl | 2 | 18 | -11 | -8 | -2 | 15 | -11 | -0.3
Cc1nc(CCNC(=O)COc2ccccc2)cs1 | -3 | 1 | 6 | -5 | -6 | -5 | 4 | -1.5
Cc1ccc(C)c(NC(=S)NCCc2ccc(S(N)(=O)=O)cc2)c1 | -4 | 22 | -9 | -6 | 0 | -12 | -12 | -1.5
COc1cccc(CNC(=O)COc2cccc(-n3cnnn3)c2)c1 | -3 | 4 | -8 | -4 | 2 | -4 | -4 | -2.0
N/C(COc1ccc(Cl)cc1Cl)=N\O | 2 | 11 | -8 | -3 | 5 | 1 | -6 | -0.7
COc1ccc(NC(=O)CN(C)S(=O)(=O)c2ccc(Cl)cc2)cc1Cl | 1 | 0 | 7 | -5 | 6 | -7 | 5 | 0.5
CCOn1c(=O)c(C)[n+]([O-])c2ccccc21 | -2 | -34 | -50 | 2 | -1 | 7 | -16 | -2.1
O=C(COC(=O)c1c[nH]c2ccccc12)Nc1ccc([N+](=O)[O-])cc1 | 2 | 20 | -15 | -1 | 7 | -16 | 5 | -2.5
CCc1ccccc1NC(=O)CSc1nnc(CCNC(=O)OC(C)(C)C)o1 | -4 | 8 | 4 | -7 | -1 | -3 | 11 | 3.2
COCC(C)NC(=O)CSc1nc(-c2ccccc2)c(-c2ccccc2)o1 (stereo not drawn) | -1 | -92 | 1 | 1 | 4 | -3 | 4 | 0.0
S=c1[nH]c(-c2ccc(Br)cc2)cn1CCc1ccccc1 | 1 | -18 | -14 | -3 | 8 | -3 | 6 | 2.5
Cc1sc2c(c1C)C(=O)/C(=C\Nc1ccncc1)S(=O)(=O)N2C | 0 | -3 | -11 | 2 | 5 | 3 | 5 | 5.7
COCCn1c(SCC(=O)Nc2cc(C)on2)nnc1-c1ccccc1 | 0 | -2 | -20 | -9 | 7 | 4 | -14 | -2.0
C=C1C[C@H]2[C@@H]3C=C(C)C4=CC(=O)CC[C@]4(C)[C@H]3CC[C@]2(C)[C@@]1(OC(C)=O)C(C)=O | 1 | 9 | -14 | -4 | -9 | -7 | 5 | -1.8
Cc1ccccc1CSCC(=O)Nc1c(C)n(C)n(-c2ccccc2)c1=O | 1 | 15 | -6 | 0 | -4 | 5 | -13 | -3.3

Going on with the list.
SMILES | GRIN3A LBD mod | SENP8 block | SENP6 inh | HKDC1 inh | SENP7 inh | ATG4B inhibitor | PfGluPho inh | MPTP block
CCC1=Nc2cc(C(=O)NCC3CCCO3)ccc2Sc2ccc(Cl)cc21 (stereo not drawn) | -2 | 2 | -5 | -5 | 1 | 22 | 19 | 3.1
O=C(NCC1CCCN(C(=O)c2cccnc2)C1)c1ccc(-c2ccccc2)cc1 (stereo not drawn) | -1 | 7 | -11 | -3 | 3 | -5 | 5 | -1.2
Nc1nc(N)nc(-c2ccccc2-c2nc(N)nc(N)n2)n1 | 1 | 19 | -9 | -1 | -14 | -1 | -15 | 0.6
S=C(NCc1ccccc1)NNc1nc2ccccc2[nH]1 | -2 | 15 | 6 | 13 | 12 | -1 | 77* | -7.0
CCC(=O)c1ccc(OCC(=O)OCC(=O)NC2CCCCCC2)cc1 | 1 | 2 | -18 | -3 | 0 | -10 | -9 | -0.5
CCC1=NN2C(=N)/C(=C\c3cccn3-c3ccc(Cl)cc3)C(=O)N=C2S1 | -7 | 11 | 4 | -10 | 11 | 12 | -11 | 5.9
COc1ccccc1-c1nc(C#N)c(N2CCN(C(=O)c3ccco3)CC2)o1 | 2 | -398 | -8 | -5 | 5 | 8 | 22 | 1.0
CCn1c(=O)cc(OCC(=O)NCCCN2CC(C)CC(C)C2)c2ccccc21 (stereo not drawn) | -1 | 19 | -7 | 14 | 2 | 11 | 2 | -0.7
